Bioassay records deposited in PubChem by Sanford-Burnham Center for Chemical Genomics.
APJ antagonist: APJ receptor antagonism | P35414 | CHO-K1 APJ beta-arrestin complementation, luminescence | inhibition, % at 20 µM | 0.32% of 330,000 active | AID 2521;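 active means inhibition above about 40% at 20 µM, limit read from the data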;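 further: cells challenged with 10 nM apelin-13 agonist together with compound; plate controls were apelin-13 plus DMSO wells for no effect and DMSO wells lacking apelin-13 for full effect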
Target sequence (P35414 whole entry, looked up): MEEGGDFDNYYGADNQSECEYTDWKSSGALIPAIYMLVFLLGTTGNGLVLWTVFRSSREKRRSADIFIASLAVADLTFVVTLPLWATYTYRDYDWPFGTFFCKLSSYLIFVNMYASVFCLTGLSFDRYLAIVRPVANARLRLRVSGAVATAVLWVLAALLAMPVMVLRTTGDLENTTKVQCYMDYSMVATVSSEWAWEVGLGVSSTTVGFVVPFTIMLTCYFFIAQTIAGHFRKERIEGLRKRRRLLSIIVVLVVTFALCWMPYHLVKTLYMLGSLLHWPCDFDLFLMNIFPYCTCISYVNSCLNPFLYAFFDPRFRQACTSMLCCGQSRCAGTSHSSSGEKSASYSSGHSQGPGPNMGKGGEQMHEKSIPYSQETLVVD
Mdm2 MdmX PPI: disrupts the human Mdm2-MdmX interaction; 3% of 330,000 active; O15151+Q00987; inhibition, % at 8 µM; SaOS-2 split-luciferase Mdm2/MdmX complementation, luminescence; AID 485346;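 active means inhibition of at least 50% at 8 µM in the primary screen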
tim23-1 inh: inhibits growth of tim23-1 mutant yeast. AID 463212. S. cerevisiae tim23-1 growth, BacTiter-Glo luminescence, 24 h. inhibition, % at 20 µM. 1.3% of 330,000 active;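 active means growth inhibition of the mutant yeast at or above 50%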;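 further: temperature-sensitive mutant grown at 25 °C; plate controls were DMSO-treated mutant yeast for no effect and medium wells lacking yeast for full effect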
CCR6 antagonist: blocks CCL20-driven beta-arrestin recruitment at human CCR6 | AID 493098 | CHO-K1 CCR6 PathHunter beta-arrestin, luminescence, CCL20-stimulated | inhibition, % at 20 µM | 0.49% of 340,000 active | P51684;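 active means compounds whose inhibition of the agonist-driven luminescence signal at 20 µM reaches about 50%, limit read from the data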;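 further: cells stimulated with CCL20 at 14 nM final; plate controls were DMSO with CCL20 for no effect and DMSO without agonist for full effect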
XBP1 UPR activ: adaptive UPR (XBP1) activation | CHO-XBP1 luciferase reporter, IRE1-XBP1 UPR activation, luminescence; percent of tunicamycin response, DMSO as zero | activation, % at 20 µM | 0.33% of 330,000 active | AID 463104;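 active means versus positive control, 20 µM dose yields 30% or more activation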;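 further: 100% = tunicamycin at 10 µg/mL and 0% = DMSO only wells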
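assay system = CHO-XBP1 luciferase reporter cells | amount = 1000 cells/well | buffer or medium = F12 plus 10% FBS | compound dosing = single point, 20 µM final compound, 1% DMSO | incubation = 16-18 h cell attachment at 37 °C, then 6 h compound exposure | detection = Steady-Glo luminescence read | controls = tunicamycin 10 µg/mL and vehicle-only wells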
UPR CHOP act: activators of apoptotic arm of unfolded protein response (CHOP); activation, % at 10 µM; 0.34% of 330,000 active; AID 449763; CHO-CHOP luciferase reporter, UPR activation, luminescence; percent of tunicamycin response over DMSO baseline;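 active means at 10 µM dose, activation of 40% or more, normalized to positive control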;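 further: 100% = tunicamycin at 10 µg/mL and 0% = DMSO alone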
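Material: CHO-CHOP cells, stable luciferase reporter of PERK-eIF2a-CHOP signalling; quantity: 500 reporter cells seeded per well; buffer or medium: F12 medium containing 10% fetal bovine serum; compound: one dose, 10 µM in 0.5% DMSO; incubation: 6 h compound treatment, 37 °C; measured by: Steady-Glo luciferase luminescence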
APJ agonist: APJ receptor agonism | AID 2520 | CHO-K1 APJ PathHunter beta-arrestin, luminescence; 0% DMSO wells, 100% apelin | 0.11% of 330,000 active | activation, % at 20 µM | P35414;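 active means activation more than six SD over the plate average, tested at 20 µM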;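 further: 0% = DMSO alone and 100% = apelin-13 at 10 nM; some results filed as inactive read as strong as hits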
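Test system: CHO-K1 APJ beta-arrestin complementation cell line | Compound: Single test compound dose, 20 µM final, 1% DMSO | Incubation: Compound 90 min 25 °C, reagent 1 h | Measured by: beta-gal luminescence | Read-out basis: APJ–arrestin association signal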
CXCR6 block: blocks human CXCR6 beta-arrestin recruitment. CHO-K1 PathHunter CXCR6 beta-arrestin, luminescence. 0.36% of 360,000 active. inhibition, % at 20 µM; in the data active means inhibition above about 34%, passing the limit was not always enough;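 further: antagonist mode with CXCL16 agonist at 10 nM final; 0% = 10 nM CXCL16 with DMSO and 100% = unstimulated wells without agonist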
Target sequence (O00574 whole entry, looked up): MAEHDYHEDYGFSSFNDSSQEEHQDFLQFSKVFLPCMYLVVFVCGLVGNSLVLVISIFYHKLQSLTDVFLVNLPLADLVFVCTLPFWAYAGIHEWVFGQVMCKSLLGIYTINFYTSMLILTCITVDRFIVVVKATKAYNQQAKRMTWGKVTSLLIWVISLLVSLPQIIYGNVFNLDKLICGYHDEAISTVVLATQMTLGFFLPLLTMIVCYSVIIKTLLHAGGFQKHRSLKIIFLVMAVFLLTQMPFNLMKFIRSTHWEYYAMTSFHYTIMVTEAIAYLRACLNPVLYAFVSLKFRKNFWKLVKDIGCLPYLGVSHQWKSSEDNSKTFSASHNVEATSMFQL
EBI2 block: antagonists of human EBI2 receptor; 0.81% of 360,000 active; inhibition, % at 5 µM; P32249; EBI2 beta-arrestin recruitment, luminescence, 7a,25-OHC stimulated; in the data active means inhibition above about 38%;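 further: enzyme fragment complementation signal reports receptor beta-arrestin coupling in cells; 0% = agonist plus DMSO wells and 100% = wells without agonist; some results beyond the cut were filed as inactive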
Target sequence (P32249 whole entry, looked up, the tested form may be a part): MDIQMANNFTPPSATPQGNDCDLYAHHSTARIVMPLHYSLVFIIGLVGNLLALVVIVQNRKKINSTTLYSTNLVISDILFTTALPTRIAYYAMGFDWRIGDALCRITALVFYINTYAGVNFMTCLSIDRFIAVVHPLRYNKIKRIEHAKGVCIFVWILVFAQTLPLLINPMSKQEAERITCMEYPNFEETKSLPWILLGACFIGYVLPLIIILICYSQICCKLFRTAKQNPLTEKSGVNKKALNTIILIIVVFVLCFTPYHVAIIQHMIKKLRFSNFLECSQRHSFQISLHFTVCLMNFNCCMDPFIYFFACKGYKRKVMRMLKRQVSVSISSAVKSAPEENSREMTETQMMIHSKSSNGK
Starred values were filed as active, the others as inactive; . = not tested or not shown. The list is partial; count on the stated rates, not on these rows.

SMILES	APJ antagonist	Mdm2 MdmX PPI	tim23-1 inh	CCR6 antagonist	XBP1 UPR activ	UPR CHOP act	APJ agonist	CXCR6 block	EBI2 block
Cc1ccc(N2C(=O)C3C4C=CC(CC4)C3C2=O)cc1Cl (stereo not given)	-16	15	9	12	-5	0.8	-1	7	9
COC(=O)N/N=C/c1c[nH]c2ccccc12	-1	10	12	-15	-2	2.0	-2	0	-6
CCC(=O)c1c[nH]c(C(=O)N2CCOCC2)c1	7	20	-5	-13	-2	-0.6	3	-10	4
CCOC(=O)Cc1ccc(NC(=O)c2ccc([N+](=O)[O-])cc2)cc1	-23	-4	9	-6	1	-1.6	4	-6	-22
C(=N\n1cnnc1)/c1ccc(OC2CSC2)cc1	15	14	2	1	2	0.5	-6	1	-11
Cc1nn(CC(=O)Nc2nccs2)c(C)c1[N+](=O)[O-]	-16	13	6	6	-3	0.1	-1	6	-6
CCC(CC)CN1C(N(C)C)=NC[C@@H]1CC(C)C	-20	26	-5	28	2	0.9	-1	-1	5
COC(=O)CC1SCCNC1=O (stereo not given)	14	9	-9	-4	-2	-0.6	-6	-14	3
CN(C)C(CNC(=O)c1cccc(S(=O)(=O)NCc2ccccc2)c1)c1ccco1 (stereo not given)	-11	-10	4	8	-4	1.2	-6	0	10
O=C(NC(=S)Nc1ccc(N2CCOCC2)c(Cl)c1)c1cncc(Br)c1	29	20	38	29	-2	2.6	-3	13	3
CC1CCN(S(=O)(=O)c2nnc(NC(=O)c3cccc(Cl)c3)s2)CC1	11	37	7	0	-2	-0.4	1	-5	1
Cc1cc(Cl)ccc1OC(C)C(=O)OCC(=O)Nc1ccc2[nH]c(=O)[nH]c2c1 (stereo not given)	0	27	1	0	-2	-2.2	0	-1	13
FCCCOc1ccc(/C=N/OCc2ccc(Cl)cc2)cc1	13	7	16	24	-2	2.2	0	4	60*
O=C(NCCc1ccccc1)c1ccc(CS(=O)(=O)c2ccc(Cl)cc2)o1	11	19	26	5	-1	0.2	-3	-9	22
COC(=O)c1ccccc1NC(=O)Cc1ccccc1OC	15	14	27	-7	0	1.4	-4	-1	8
CCN(CC(=O)Nc1ccc(NC(C)=O)cc1)C(=O)CN1C(=O)C2CCCCC2C1=O (stereo not given)	-4	12	-8	10	-4	-0.5	-2	-2	-16
CC(=O)C1C(c2ccccc2OC(F)F)NC(=O)NC1(O)C(F)(F)F (stereo not given)	1	1	2	2	-1	3.6	1	-1	-14
CCS(=O)(=O)N1CCN(C(=O)c2cccnc2)CC1	3	17	6	-3	-2	0.5	6	-13	-4
CCCC(OC(=O)CC1Sc2ccccc2NC1=O)C(=O)NCc1ccco1 (stereo not given)	-28	14	31	2	-4	0.2	-2	6	-2
CSc1ncccc1C(=O)OCC(=O)NC1CCS(=O)(=O)C1 (stereo not given)	-10	0	4	-7	1	-2.4	-3	-5	7
CC1=CCC2C(=O)N(c3nc4ccccc4n3C)C(=O)C2C1 (stereo not given)	-13	10	17	0	-1	-0.3	-2	4	3
CC(C)N1CCN(Cc2cccn2-c2cccnc2)CC1CCO (stereo not given)	8	4	-3	-7	2	-1.3	-2	-4	-3
Nc1ccc(N2CCN(c3cccc(Cl)c3)CC2)cc1	-8	6	20	0	2	3.9	3	7	1
N=c1c(-c2nc3ccccc3[nH]2)cc(C(=O)c2ccco2)nn1-c1ccccc1	32	38	-3	24	33*	153*	-11	0	24
Nc1cc(C(=O)O)ccc1N1CCCCC1	1	12	10	7	1	-1.1	-3	-6	-14
Cc1nc2nc(C)c(CCC(=O)NC(C)c3ccc4c(c3)OCCO4)c(C)n2n1 (stereo not given)	-1	25	0	-26	1	-1.5	-3	-2	-5
Nc1cc(N)nc(SCC(=O)NCC2CCCO2)n1 (stereo not given)	15	-3	5	-8	-5	-2.1	-4	4	-13
CC(NS(=O)(=O)/C=C/c1ccccc1)C(=O)NCCc1ccc(S(N)(=O)=O)cc1 (stereo not given)	-7	-34	25	5	-2	-0.6	1	11	-4
COP(=O)(OC)c1nc(-c2cccc3ccccc23)oc1N1CCOCC1	-17	-16	20	3	0	-2.0	0	-3	7
COc1cc(CNC2CCCc3ccccc32)cc(OC)c1OC (stereo not given)	5	-20	4	15	-2	-0.2	1	-2	-3
CCOc1ccc(NC(=O)CCN2CCN(c3ccccc3OC)CC2)cc1	1	-6	14	-14	-5	0.8	-1	5	-2
c1ccc(-n2ncc3c(NCc4ccc5c(c4)OCO5)ncnc32)cc1	-8	-5	-1	-1	10	2.4	-2	-2	7
CCOc1ccc(NC(=S)N2CCc3cc(OC)c(OC)cc3C2COc2ccc3c(C)cc(=O)oc3c2)cc1 (stereo not given)	21	23	8	8	3	-0.6	-3	-1	25
Cc1ccc2c(c1)N(CC(=O)NCC1CCCO1)C(=O)CO2 (stereo not given)	14	-5	0	11	-3	0.2	0	10	6
CN(C)/N=C/c1ccc(/C=N/NC(N)=S)o1	-4	12	-16	-4	-3	-0.7	-1	-10	-12
COc1cccc(C(=O)N/N=c2\sc3ccccc3n2C)c1	9	-10	19	-9	-1	1.0	-9	-8	-6
Cc1nnc(SCc2cc(=O)[nH]c(Nc3nc(C)c4cc(C)c(C)cc4n3)n2)s1	2	30	4	9	0	-0.3	2	3	7
COCCCNC(=O)CC1C[C@H](C(=O)N(C(C)C)C(C)C)[C@@]2(C)c3[nH]c4ccc(OC)cc4c3CCN2C1=O (stereo not given in full)	.	-2	31	12	0	1.1	.	-1	-3
CCN(Cc1ccncc1)C(=S)Nc1ccc(Cl)cc1	-5	19	11	-5	-1	1.0	-2	-2	6
C/C(=N\OCc1ccc(C#N)cc1)c1ccc(S(=O)(=O)N(C)C)cc1	-2	1	33	11	4	41*	0	3	-8
CCc1cc2cc(C)cc(C)c2nc1SCC(=O)NNC(=O)c1ccco1	13	-31	6	9	1	-0.6	-3	-12	-1
Cc1ccc(C(NC(=O)CN2C(=O)NC3(CCCC3)C2=O)c2ccccc2)cc1 (stereo not given)	1	5	-11	2	0	-1.9	-5	0	-17
O=C(NCC1(N2CCOCC2)CCCCC1)c1cccc(S(=O)(=O)N2CCc3ccccc3C2)c1	-1	-2	30	15	-2	-0.5	0	10	9
O=C(Cn1cc(C(F)(F)F)ccc1=O)N1CCCc2ccccc21	4	-4	3	5	-1	-0.6	-1	4	-10
CCn1c(C(=O)N2CCCC(C(=O)NCCCc3ccccc3)C2)cc2sccc21 (stereo not given)	13	4	9	9	-6	0.1	-4	-5	27
COc1cc(C)c(Br)cc1S(=O)(=O)NCc1ccncc1	-7	11	0	11	-1	0.5	-1	-4	0
Cc1cc(C)c(S(=O)(=O)c2cccc(C)c2C)c(=O)[nH]1	11	-2	10	8	-4	0.0	-1	1	-17
CCN(CC)S(=O)(=O)c1ccc(NN=C2CCN(C)CC2)c([N+](=O)[O-])c1	-5	-11	2	-6	-2	-0.2	-2	-9	9
COC(=O)c1cc(Cl)cc(Cl)c1OS(=O)(=O)N(C)C	14	12	24	19	4	-1.0	-5	1	-1
CCCC(C1=C(O)CC(C)(C)CC1=O)C1C(=O)CC(C)(C)CC1=O (stereo not given)	5	-17	19	1	0	3.0	-3	9	-3
OCC[C@H]1C[C@H](O)[C@@H](O)[C@@]2(OCCCc3ccccc32)O1	1	4	-6	7	-1	-1.5	9	-5	-9
O=C(O)c1c2c(nc3ccc(S(=O)(=O)N4CCC(C(=O)NCc5ccc(Cl)cc5)CC4)cc13)CCCC2	-17	25	2	2	-5	-2.9	3	0	3
O=C(Nc1ncccc1Cl)c1ccccc1F	29	5	-6	-2	-2	2.3	2	1	-5
CCOC(=O)C1(C)NC(c2ccccc2F)C2C(=O)N(c3cccc(C(C)=O)c3)C(=O)C21 (stereo not given)	-4	1	21	-5	-2	-0.4	-4	1	-15
CCOC(=O)C(=NCCCN(C)C)NNc1ccc(Br)cc1	-1	2	-20	1	-3	-0.9	-1	7	-4
O=C(NCC1CCCN(C(=O)CN2CCCCC2)C1)c1ccccc1Cl (stereo not given)	11	-11	-2	1	3	0.9	0	-3	-12
CC(=O)N1CCN(C(=O)c2ccc(Cl)c(S(=O)(=O)N3CC(C)OC(C)C3)c2)CC1 (stereo not given)	-2	33	6	5	-2	0.5	-1	-1	-6
NC(=O)c1cc2cc(Br)ccc2oc1=NCc1ccccc1	7	33	2	7	-1	6.5	-7	1	20

Exported in markdown: part of the list above.
| Structure | APJ antagonist | Mdm2 MdmX PPI | tim23-1 inh | CCR6 antagonist | XBP1 UPR activ | UPR CHOP act | APJ agonist | CXCR6 block | EBI2 block |
| --- | --- | --- | --- | --- | --- | --- | --- | --- | --- |
| CCc1cc2cc(C)cc(C)c2nc1SCC(=O)NNC(=O)c1ccco1 | 13 | -31 | 6 | 9 | 1 | -0.6 | -3 | -12 | -1 |
| Cc1ccc(C(NC(=O)CN2C(=O)NC3(CCCC3)C2=O)c2ccccc2)cc1 (stereo not given) | 1 | 5 | -11 | 2 | 0 | -1.9 | -5 | 0 | -17 |
| O=C(NCC1(N2CCOCC2)CCCCC1)c1cccc(S(=O)(=O)N2CCc3ccccc3C2)c1 | -1 | -2 | 30 | 15 | -2 | -0.5 | 0 | 10 | 9 |
| O=C(Cn1cc(C(F)(F)F)ccc1=O)N1CCCc2ccccc21 | 4 | -4 | 3 | 5 | -1 | -0.6 | -1 | 4 | -10 |
| CCn1c(C(=O)N2CCCC(C(=O)NCCCc3ccccc3)C2)cc2sccc21 (stereo not given) | 13 | 4 | 9 | 9 | -6 | 0.1 | -4 | -5 | 27 |
| COc1cc(C)c(Br)cc1S(=O)(=O)NCc1ccncc1 | -7 | 11 | 0 | 11 | -1 | 0.5 | -1 | -4 | 0 |
| Cc1cc(C)c(S(=O)(=O)c2cccc(C)c2C)c(=O)[nH]1 | 11 | -2 | 10 | 8 | -4 | 0.0 | -1 | 1 | -17 |
| CCN(CC)S(=O)(=O)c1ccc(NN=C2CCN(C)CC2)c([N+](=O)[O-])c1 | -5 | -11 | 2 | -6 | -2 | -0.2 | -2 | -9 | 9 |
| COC(=O)c1cc(Cl)cc(Cl)c1OS(=O)(=O)N(C)C | 14 | 12 | 24 | 19 | 4 | -1.0 | -5 | 1 | -1 |
| CCCC(C1=C(O)CC(C)(C)CC1=O)C1C(=O)CC(C)(C)CC1=O (stereo not given) | 5 | -17 | 19 | 1 | 0 | 3.0 | -3 | 9 | -3 |
| OCC[C@H]1C[C@H](O)[C@@H](O)[C@@]2(OCCCc3ccccc32)O1 | 1 | 4 | -6 | 7 | -1 | -1.5 | 9 | -5 | -9 |
| O=C(O)c1c2c(nc3ccc(S(=O)(=O)N4CCC(C(=O)NCc5ccc(Cl)cc5)CC4)cc13)CCCC2 | -17 | 25 | 2 | 2 | -5 | -2.9 | 3 | 0 | 3 |
| O=C(Nc1ncccc1Cl)c1ccccc1F | 29 | 5 | -6 | -2 | -2 | 2.3 | 2 | 1 | -5 |
